Screening results as filed in PubChem.
PMI act hi M6P = PMI (human) activation, high substrate | P34949 | coupled PMI enzyme assay, resazurin fluorescence, 20 min; hits give high values; 1 = untreated enzyme, 0 = substrate-free blank | activation factor at 20 µM | actives 0.34% (n = 190,000);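 active = activation factor of 2 or more at 20 µM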
Target sequence (P34949 whole entry, looked up): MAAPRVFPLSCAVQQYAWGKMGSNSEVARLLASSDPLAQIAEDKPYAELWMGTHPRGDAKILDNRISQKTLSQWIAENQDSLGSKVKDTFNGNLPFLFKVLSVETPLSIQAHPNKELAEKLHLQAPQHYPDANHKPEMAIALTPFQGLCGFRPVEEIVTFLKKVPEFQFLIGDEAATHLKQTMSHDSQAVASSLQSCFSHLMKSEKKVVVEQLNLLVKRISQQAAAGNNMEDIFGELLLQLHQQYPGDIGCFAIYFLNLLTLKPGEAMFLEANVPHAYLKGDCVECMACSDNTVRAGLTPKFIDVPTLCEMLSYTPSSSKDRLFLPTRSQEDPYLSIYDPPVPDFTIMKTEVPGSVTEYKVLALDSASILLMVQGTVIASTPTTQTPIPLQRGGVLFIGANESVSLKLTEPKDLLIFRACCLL
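Material: human phosphomannose isomerase with PGI, G6PDH, diaphorase coupling enzymes. Quantity: 15 ng/mL PMI. Medium: HEPES pH 7.4 buffer with MgCl2 and Tween-20. Reagent: Near-saturating mannose-6-phosphate, 1.0 mM. Compound: 20 µM single dose. Times: enzyme reaction with compound 20 min at room temperature. Detection: resorufin fluorescence at Ex 544/Em 590 nm.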
bIAP inh = intestinal alkaline phosphatase (bovine) inhibition. purified bovine IAP, CDP-star luminescence, 30 min. inhibition, % at 20 µM. 190,000 tested, under 10 active;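 active = over 50% inhibition of intestinal alkaline phosphatase at 20 µM in the single-dose screen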
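Assay system: bovine IAP enzyme; medium: DEA buffer 100 mM, pH 9.8, with MgCl2 1.0 mM, ZnCl2 0.02 mM; doses: 20 µM single dose; incubation: enzyme reaction for 30 min at room temperature; detection: CDP-star luminescence signal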
TNAP inh no acc = blocks human TNAP activity with no phosphate acceptor present | P05186 | purified TNAP, CDP-star luminescence, 30 min | inhibition, % at 20 µM | actives 0.26% (n = 200,000) | AID 1012;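 active = tissue-nonspecific alkaline phosphatase inhibition above about 50% at 20 µM in the single-dose screen, limit read from the data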;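 also: 0% = DMSO negative control and 100% = EDTA positive control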
Target sequence (P05186 whole entry, looked up): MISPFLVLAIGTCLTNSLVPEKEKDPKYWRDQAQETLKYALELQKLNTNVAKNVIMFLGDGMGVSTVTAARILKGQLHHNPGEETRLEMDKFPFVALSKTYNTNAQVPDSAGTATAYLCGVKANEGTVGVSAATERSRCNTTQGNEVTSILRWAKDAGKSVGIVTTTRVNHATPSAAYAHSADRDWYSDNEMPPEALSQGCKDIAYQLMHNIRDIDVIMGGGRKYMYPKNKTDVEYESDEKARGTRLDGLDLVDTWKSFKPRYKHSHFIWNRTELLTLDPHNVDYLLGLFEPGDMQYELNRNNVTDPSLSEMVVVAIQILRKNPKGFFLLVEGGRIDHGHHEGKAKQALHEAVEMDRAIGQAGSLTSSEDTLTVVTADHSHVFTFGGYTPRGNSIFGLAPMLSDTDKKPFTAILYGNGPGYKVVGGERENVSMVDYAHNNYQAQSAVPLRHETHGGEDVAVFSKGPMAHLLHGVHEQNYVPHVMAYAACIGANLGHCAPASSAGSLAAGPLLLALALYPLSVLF
PMI activator = increases human mannose-6-phosphate isomerase activity; activation factor at 20 µM; purified human PMI, coupled resazurin fluorescence, 20 min; hits give high values; 1 = vehicle control, 0 substrate-free wells; actives 0.005% (n = 190,000); P34949;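 active = activation factor of 2 or more at 20 µM, relative to plate controls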
L major viab = inhibitors of Leishmania major promastigote growth; Leishmania major promastigotes, resazurin fluorescence viability; inhibition, % at 10 µM; actives 9% (n = 200,000); in the data active = inhibition above about 50%;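 also: promastigotes grown with compound for 44 hours at 28 °C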
TNAP inh hiacc = TNAP (human) inhibition, high acceptor. AID 1135. purified TNAP, CDP-star luminescence, 1 M DEA. P05186. actives 0.03% (n = 200,000). inhibition, % at 20 µM;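 active = over 50% inhibition of tissue-nonspecific alkaline phosphatase at 20 µM in the single-dose screen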;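 also: plate controls were DMSO wells for no effect and EDTA-quenched wells as full inhibition for full effect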
Diaph inh CS = inhibits diaphorase or chemically oxidizes, flagging diaphorase assay artifacts; actives 0.69% (n = 190,000); inhibition, % at 20 µM; diaphorase resazurin-to-resorufin fluorescence, NADH, 16 min; bacterial (C. kluyveri) enzyme, not human;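 active = primary screen inhibition at 20 µM above a set limit, cut at about 50% in these data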;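 also: plate controls were DMSO with full reaction for no effect and wells lacking NADH for full effect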
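Test system: diaphorase enzyme from Clostridium kluyveri; amount: diaphorase at 0.14 U/mL in enzyme working solution; detection: fluorescence of resorufin formed from resazurin, Ex 544/Em 590 nm; times: reaction incubation of 16 min at room temperature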
TNAP act hi DEA = increases human TNAP activity under high phosphate acceptor concentration | P05186 | purified TNAP, CDP-star luminescence, 1 M DEA, 30 min; hits give high values; 0 = EDTA background, 1 = DMSO-only activity | activation factor at 20 µM | 200,000 tested, under 10 active;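 active = activation factor at least 2 at 20 µM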
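Control set: EDTA negative control, DMSO positive control / Assay system: human TNAP / Quantity: TNAP 1/800 final / Evaluation: TNAP activation factor scaled between EDTA and DMSO control wells / Measured by: luminescent substrate turnover signal / Compound dosing: one dose, 20 µM / Times: 30 min enzyme reaction at room temperature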
Diaph act CS = diaphorase activation or chemical reduction counter-screen | Diaphorase/resazurin coupled assay, resorufin fluorescence, 16 min; hits give high values; 1 = vehicle wells, 0 = NADH-free wells | activation factor at 20 µM | actives 0.005% (n = 190,000) | AID 1229;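 active = diaphorase activity raised at least twofold by the compound at 20 µM; inactive = activation factor below 2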
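Test system: Clostridium kluyveri diaphorase, purified enzyme. Buffer or medium: 50 mM HEPES pH 7.4 buffer plus MgCl2 and Tween 20. Also added: 0.114 mM NADH and 0.1 mM resazurin, final amounts. Dosing: compound 20 µM once, DMSO 1%. Schedule: 16 min enzyme reaction, ambient temperature. Detection: fluorescence of resorufin, 544 nm excitation, 590 nm emission.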
bIAP activator = increases bovine intestinal alkaline phosphatase activity. activation factor at 20 µM. actives 0.17% (n = 200,000). purified bovine IAP, CDP-star luminescence, 30 min; hits give high values; fold of DMSO-control signal, blank-subtracted. AID 1016;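 active = activation factor of 2 or more at 20 µM, a signal rise over negative controls twice the positive control's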
An asterisk follows results filed as active.

SMILES	PMI act hi M6P	bIAP inh	TNAP inh no acc	PMI activator	L major viab	TNAP inh hiacc	Diaph inh CS	TNAP act hi DEA	Diaph act CS	bIAP activator
C=CCn1c(SCC(=O)Nc2c(C)n(C)n(-c3ccccc3)c2=O)nc2sc(C)c(-c3ccccc3)c2c1=O	0.9	-7	-18	0.9	-7	-11	21	1.1	0.8	1.1
CCC(=O)N/N=C(\C)CC(=O)Nc1ccc(F)cc1	1	-17	-11	1	-7	4	1	1	1	1.2
COc1cc(S(=O)(=O)N2CCOCC2)ccc1NC(=O)COC(=O)C12CC3CC(CC(C3)C1)C2	1	-2	-5	0.9	1	-2	16	1	0.8	1
CCOC(=O)c1cn(Cc2ccc(C)cc2)nn1	0.9	9	-3	1	-10	1	0	1	1	0.9
COc1cc(/C=N/N2CCOCC2)ccc1OCc1ccc(Cl)cc1	0.8	8	-4	0.9	-11	-8	18	1.1	0.8	0.9
CCn1ncc(Br)c1C(=O)NC(C)c1ccccc1 (configuration not stated)	1.1	7	-8	1.1	-6	-6	-15	1.1	1.2	0.9
CCCCN1C(=O)CC(C(=O)O)C1c1ccc(OC)cc1 (configuration not stated)	0.9	10	-9	0.9	-6	-6	16	1.1	0.8	0.9
CC(C)N1CC2=C(OC(N)=C(C#N)C2c2cccnc2)/C(=C/c2cccnc2)C1 (configuration not stated)	0.6	-3	-1	1	8	-5	16	1.1	0.8	1
CC1(C(=O)NC2CCCCCC2)CCC(=O)N1Cc1ccc2c(c1)OCO2 (configuration not stated)	1	1	-10	1	0	-2	10	1	0.9	1
COc1cc(NC(=O)c2cccc(C)c2)c(OC)cc1NC(=O)CN1CCOCC1	0.9	-9	-2	1.1	7	1	9	1	0.9	1.1
COc1ccc(NC(=O)CSc2n[nH]c(C)c2[N+](=O)[O-])cc1	1	2	0	1	25	0	3	1	1	1
Cc1cc(C)n(-c2nc3ccccc3n3nnnc23)n1	1.1	-6	-3	1	-3	1	-1	1	1	1.1
O=C(NCc1ccccc1)c1cc(=O)c2ccccc2o1	1.1	3	-11	1.1	3	-7	6	1.1	0.9	1
CC(C)(C)c1nnc2sc(SCC(=O)N3CCc4ccccc43)nn2c1=O	1	-6	-4	1.1	-4	0	-2	1	1	1.1
CCC(c1nnc(SCC(=O)Nc2ccc(C(=O)Nc3ccccc3OC)cc2)o1)N(C)C (configuration not stated)	0.9	-20	-28	0.9	-4	2	19	1	0.8	1.2
Cc1ccc2cc(C=O)c(N(C)C)nc2c1	0.9	-26	-2	1	-2	3	17	1	0.8	1.3
O=C(CCc1nc2ccccc2s1)NCc1ccccc1F	0.9	12	-6	1	2	2	14	1	0.9	0.9
CN1CCN(C(=O)CN(c2cccc(Cl)c2)S(=O)(=O)c2ccccc2)CC1	1	-1	-11	1	9	-6	12	1.1	0.9	1
COc1c(C(=O)Nc2ccc3[nH]c(=O)[nH]c3c2)cc2ccccc2c1Br	1.1	14	-12	1	-5	-8	-6	1.1	1.1	0.9
COC(=O)CSc1nnc(-c2ccoc2C)n1-c1ccc(OC)cc1	1	-8	-10	1	-3	-5	16	1.1	0.8	1.1
O=C(N/N=C/c1ccccn1)c1ccco1	0.7	-20	-10	0.6	-6	-10	31	1.1	0.7	1.2
c1c(C2CCCCC2)n[nH]c1CN1CCCCC1	1	3	44	1	-3	-5	6	1.1	0.9	1
CC(=O)c1ccc2c(c1)C1C=CCC1C(c1ccc(S(=O)(=O)N3CCOCC3)cc1)N2 (configuration not stated)	1.3	1	-24	1.4	8	4	29	1	0.7	1
O=C(CCN1C(=O)C2C3C=CC(C3)C2C1=O)Oc1ccc2ccccc2c1 (configuration not stated)	0.8	-15	-11	0.8	24	-5	31	1.1	0.7	1.1
CS(=O)(=O)N1CCN(C(=O)Nc2ccccc2)CC1	1.1	11	-14	1.1	-2	-7	4	1.1	1	0.9

Next section.
SMILES	PMI act hi M6P	bIAP inh	TNAP inh no acc	PMI activator	L major viab	TNAP inh hiacc	Diaph inh CS	TNAP act hi DEA	Diaph act CS	bIAP activator
O=C(O)C1C2C=CC(C2)C1C(=O)Nc1cccc(C(=O)N2CCCCC2)c1 (configuration not stated)	1	13	-7	1	-2	2	8	1	0.9	0.9
CCC(C(=O)c1ccc(O)cc1)c1ccccc1 (configuration not stated)	0.9	9	-10	0.9	-7	-5	14	1	0.9	0.9
O=c1cc(-c2cccc(F)c2)[nH]c2ccccc12	1.2	6	-14	1.2	-3	-5	15	1	0.9	0.9
CCN1C(=O)/C(=C/c2ccc(OC)c(OC)c2)N=C1SCC(=O)NCc1ccco1	1	1	-8	1	14	-2	7	1	0.9	1
C=CCSc1nnc(NC(=O)c2cccc(S(=O)(=O)N(C)c3ccccc3)c2)s1	1.3	3	-16	1.3	63*	0	23	1	0.8	1
COc1ccccc1NC(=O)Cn1nnc(-c2ccccc2NC(=O)c2ccco2)n1	1	2	-2	1	4	-4	3	1	1	1
CC(=C/C(=O)O)/C(=C/c1ccccc1)C(=O)O	0.9	5	-5	0.9	-3	-2	15	1	0.8	1
Cn1cnnc1SCCC(=O)Nc1ccc(Cl)cc1	1.1	37	-11	1.1	-9	-3	2	1	1	0.6
CNC(=O)CSc1cnc2ccccc2n1	1	-14	-8	1.1	-5	-4	2	1	1	1.1
O=C(NC1CCCC1)C1=COCCO1	1	0	-5	1	-4	0	2	1	1	1
O=C(CC(=O)NC1CCCCC1)N/N=C/c1ccccc1Cl	1.1	26	-4	1	1	-5	1	1.1	1	0.7
COc1cccc(-c2nnn(CCC(=O)O)n2)c1	1	0	-14	1.1	6	-6	8	1.1	0.9	1
CCOC(=O)C1=C(C)NC(=O)C1CC(=O)O (configuration not stated)	1.2	-10	5	1.1	-3	-1	-5	1	1.1	1.1
C=CCOc1nc(N(C)C)nc(N(C)C)n1	0.9	9	-8	0.9	-3	-6	21	1.1	0.8	0.9
COc1ccccc1NC1=C(C)C(=O)CC1	0.9	8	-15	0.9	-4	-8	22	1.1	0.8	0.9
O=C(Cn1cnc2c(cnn2-c2ccccc2)c1=O)NCCc1ccccc1	1.1	9	-10	1.1	-8	-3	0	1	1	0.9
CCC(=O)Nc1c(C#N)c2nc3ccccc3nc2n1C1CCCCC1	0.8	7	-4	0.8	4	0	28	1	0.7	0.9
COCn1c(COc2ccc3ccccc3c2)nc2ccccc21	0.9	10	-8	0.9	5	-8	24	1.1	0.8	0.9
CC[n+]1c(/C=C(\C)SC)sc2ccccc21	2*	3	-7	1.5	65*	-3	2	1	1	1
Cc1ccccc1OCC(=O)O/N=C(\N)Cc1ccc(Cl)cc1	1	8	-13	0.9	1	6	11	0.9	0.9	0.9
CN1c2ccccc2N(C)C1c1c(O)ccc2ccccc12	0.4	-6	-6	0.8	4	0	22	1	0.8	1.1
COc1ccc(C2CC(c3cccs3)=NN2c2ccc(C=O)cc2)cc1 (configuration not stated)	1	12	-9	1	92*	-4	11	1	0.9	0.9
O=C(Cc1ccc([N+](=O)[O-])cc1)Nc1cccc(C(F)(F)F)c1	0.8	9	-7	0.8	4	4	27	1	0.7	0.9
CCc1nc2c3cnn(-c4cc(Cl)ccc4C)c3ncn2n1	1	-4	28	1	-4	0	1	1	1	1
COc1ccc(NC(=O)c2cc([N+](=O)[O-])nn2Cc2ccccc2)c(C)c1	0.9	9	1	0.9	30	-5	18	1.1	0.8	0.9

Sorted by molecular weight (rising): 3 of the compounds above
SMILES	PMI act hi M6P	bIAP inh	TNAP inh no acc	PMI activator	L major viab	TNAP inh hiacc	Diaph inh CS	TNAP act hi DEA	Diaph act CS	bIAP activator
CC[n+]1c(/C=C(\C)SC)sc2ccccc21	2*	3	-7	1.5	65*	-3	2	1	1	1
O=C(Cc1ccc([N+](=O)[O-])cc1)Nc1cccc(C(F)(F)F)c1	0.8	9	-7	0.8	4	4	27	1	0.7	0.9
O=C(CCN1C(=O)C2C3C=CC(C3)C2C1=O)Oc1ccc2ccccc2c1 (configuration not stated)	0.8	-15	-11	0.8	24	-5	31	1.1	0.7	1.1

Carrying on:
SMILES	PMI act hi M6P	bIAP inh	TNAP inh no acc	PMI activator	L major viab	TNAP inh hiacc	Diaph inh CS	TNAP act hi DEA	Diaph act CS	bIAP activator
Cc1cccc(C(=O)Nc2ccccc2C(=O)NCc2cccnc2)c1	1	6	-11	1	-3	-6	11	1.1	0.9	0.9
O=C(NCc1ccccc1)c1cccc(COc2ccc3c(c2)CCC3)c1	0.8	9	-18	0.8	6	1	21	1	0.8	0.9
Cc1ccc(N/C=C/C(=O)c2ccc(C)cc2)cc1	1	17	-9	1	-6	-1	10	1	0.9	0.8
S=C(NCc1ccc2[nH]c3c(c2c1)CCCC3)Nc1ccccc1	1	13	-10	1	30	2	14	1	0.9	0.9
Cc1cc(NS(=O)(=O)c2ccc(NC(=O)C(CC(C)C)N3C(=O)c4ccccc4C3=O)cc2)nc(C)n1 (configuration not stated)	1.1	9	-11	1	-9	-6	0	1.1	1	0.9
COc1ccc(Nc2ccc(N3C(=O)CCCC3=O)cc2[N+](=O)[O-])c(OC)c1	0.9	-17	6	0.9	-3	19	16	0.8	0.8	1.2
CC(NC(=S)Nc1c(Cl)cccc1OC(F)F)C(C)(C)C (configuration not stated)	1	15	-1	0.9	4	1	-4	1	1	0.8
C=CCC1(C#N)C(SC)=NC2=C(C(=O)CC(C)(C)C2)C1c1ccc(Br)cc1 (configuration not stated)	0.9	35	-1	0.9	21	-1	17	1	0.8	0.7
C=CCNCCCCOc1ccccc1-c1ccccc1	1	9	-2	1	98*	1	14	1	0.9	0.9
CCCCSc1nnc(NC(=O)CCc2ccccc2)s1	1.1	8	6	1	1	8	5	0.9	0.9	0.9
CC1(C)CC(=O)C(C=Nc2cccc(/N=C/C3=C(O)CC(C)(C)CC3=O)n2)=C(O)C1	1	7	22	1	1	-3	3	1	1	0.9
CC(=O)N(C)c1nc(N)n(-c2ccccc2)n1	1.1	-6	-1	1.1	-6	-6	-26	1.1	1.3	1.1
CCc1ccc(-n2c(O)c(C=NCCN(CC)CC)c(=O)[nH]c2=O)cc1	1	-10	7	1.1	-4	-1	10	1	0.9	1.1
CC(=O)Nc1cccc2c1C(=O)N(c1ccc(C)cc1)C2=O	1	1	-7	1	-7	0	10	1	0.9	1

Among those listed so far, 2 contain a thiophene ring, fused or not.
SMILES	PMI act hi M6P	bIAP inh	TNAP inh no acc	PMI activator	L major viab	TNAP inh hiacc	Diaph inh CS	TNAP act hi DEA	Diaph act CS	bIAP activator
C=CCn1c(SCC(=O)Nc2c(C)n(C)n(-c3ccccc3)c2=O)nc2sc(C)c(-c3ccccc3)c2c1=O	0.9	-7	-18	0.9	-7	-11	21	1.1	0.8	1.1
COc1ccc(C2CC(c3cccs3)=NN2c2ccc(C=O)cc2)cc1 (configuration not stated)	1	12	-9	1	92*	-4	11	1	0.9	0.9
